# Screens: PubChem, several laboratories
# Tb MetRS inh: blocks T. brucei methionyl-tRNA synthetase activity; purified T. brucei MetRS, ATP depletion, Kinase-Glo luminescence; inhibition, % at 11.9 µM; actives 0.4% (n = 360,000); AID 624268;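 active = inhibition above a per-plate cutoff of the control wells' mean inhibition plus 3 SD, cut at about 5.5% in these data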;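 also: 0% = DMSO wells median and 100% = median of wells with control inhibitor compound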
#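 Test system – parasite MetRS enzyme · Reagent – substrates ATP, L-methionine and bulk Escherichia coli tRNA · Doses – 11.9 µM compound single dose, 0.9% DMSO · Times – 15 min enzyme-compound preincubation, 2 h reaction, 10 min detection, 25 °C · Signal – Kinase-Glo luminescence, ATP depletion format · Controls – DMSO-only wells as low control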
# LMPTP inh: blocks human LMPTP phosphatase. P24666. recombinant LMPTP-A, OMFP fluorogenic substrate, fluorescence intensity. AID 651560. inhibition, % at 20 µM. actives 0.22% (n = 360,000);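 active = compounds that cut the enzyme signal by at least half of the control window in the single-dose screen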;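 also: plate controls were DMSO wells with enzyme plus substrate for no effect and substrate without enzyme for full effect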
#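 Material: LMPTP-A; amount: 0.625 nM enzyme; doses: single 20 µM dose; times: reaction 50 min, room temperature, dark; technique: fluorescence intensity of OMFP turnover product; benchmarks: no-enzyme and uninhibited controls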
# CSN deneddyl inh: blocks human CSN-mediated cullin deneddylation; AID 651999; Q92905; inhibition, % at 12.5 µM; actives 0.38% (n = 360,000); Purified CSN, SCF-Nedd8-OG deneddylation, fluorescence polarization;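 active = pattern-corrected inhibition above about 35%, with an unprinted fluorescence ratio check between 0.5 and 1.5, limit read from the data, passing the limit was not always enough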;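 also: 0% = enzyme with substrate and 100% = substrate without enzyme; some results filed as inactive read as strong as hits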
#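 Assay system: Purified human Csn5 enzyme expressed in HEK293T cells | Amount: Enzyme 0.24 nM | Measured by: Fluorescence polarization readout | Medium: Tris/NaCl/DTT buffer, pH 7.5 | Compound dosing: One concentration, 12.5 µM, 0.25% DMSO | Times: 90 min incubation of compound, enzyme and substrate at room temperature | Control set: no-enzyme wells high, enzyme-with-substrate wells low | Read-out: % inhibition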
# SUMO1 PPI mod: SUMO1-SIM interaction modulation | SUMO1 binding to a labelled peptide, TR-FRET, 1 h | inhibition, % at 20 µM | actives 0.33% (n = 360,000) | AID 602429; in the data active = inhibition above about 37%
# Scp1 inh: inhibitors of human Scp-1 phosphatase | Q9GZU7 | Recombinant Scp1, phosphopeptide, malachite green phosphate absorbance | inhibition, % at 20 µM | actives 0.88% (n = 340,000) | AID 493091;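 active = inhibition above about 50% at 20 µM, limit read from the data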;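 also: plate controls were DMSO wells with enzyme for no effect and wells lacking enzyme for full effect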
#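 Incubation: 45 min enzyme reaction at room temperature / System: truncated SCP-1 phosphatase (76-261aa) / Reagent: Phospho 17-mer peptide substrate / Buffer or medium: Acidic Tris acetate buffer with magnesium and detergent / Signal: absorbance at 630 nm / Doses: one concentration, 20 µM, with 1.0% DMSO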
# MsrA inh: bovine MsrA inhibition. purified bovine MsrA, absorbance read-out. inhibition, % at 15.5 µM. actives 0.75% (n = 360,000). AID 651718; in the data active = inhibition above about 4.5%;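 also: 0% = vehicle wells with enzyme and 100% = reference inhibitor wells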
# DNMT1 inh: DNMT1 (human) enzyme inhibition. inhibition (reported as % activation of signal), % at 10 µM. actives 0.83% (n = 360,000). DNMT1 molecular beacon, Hinp1I cleavage, fluorescence. P26358; in the data active = inhibition above about 50%
# Target sequence (P26358 504-1616 limits assumed): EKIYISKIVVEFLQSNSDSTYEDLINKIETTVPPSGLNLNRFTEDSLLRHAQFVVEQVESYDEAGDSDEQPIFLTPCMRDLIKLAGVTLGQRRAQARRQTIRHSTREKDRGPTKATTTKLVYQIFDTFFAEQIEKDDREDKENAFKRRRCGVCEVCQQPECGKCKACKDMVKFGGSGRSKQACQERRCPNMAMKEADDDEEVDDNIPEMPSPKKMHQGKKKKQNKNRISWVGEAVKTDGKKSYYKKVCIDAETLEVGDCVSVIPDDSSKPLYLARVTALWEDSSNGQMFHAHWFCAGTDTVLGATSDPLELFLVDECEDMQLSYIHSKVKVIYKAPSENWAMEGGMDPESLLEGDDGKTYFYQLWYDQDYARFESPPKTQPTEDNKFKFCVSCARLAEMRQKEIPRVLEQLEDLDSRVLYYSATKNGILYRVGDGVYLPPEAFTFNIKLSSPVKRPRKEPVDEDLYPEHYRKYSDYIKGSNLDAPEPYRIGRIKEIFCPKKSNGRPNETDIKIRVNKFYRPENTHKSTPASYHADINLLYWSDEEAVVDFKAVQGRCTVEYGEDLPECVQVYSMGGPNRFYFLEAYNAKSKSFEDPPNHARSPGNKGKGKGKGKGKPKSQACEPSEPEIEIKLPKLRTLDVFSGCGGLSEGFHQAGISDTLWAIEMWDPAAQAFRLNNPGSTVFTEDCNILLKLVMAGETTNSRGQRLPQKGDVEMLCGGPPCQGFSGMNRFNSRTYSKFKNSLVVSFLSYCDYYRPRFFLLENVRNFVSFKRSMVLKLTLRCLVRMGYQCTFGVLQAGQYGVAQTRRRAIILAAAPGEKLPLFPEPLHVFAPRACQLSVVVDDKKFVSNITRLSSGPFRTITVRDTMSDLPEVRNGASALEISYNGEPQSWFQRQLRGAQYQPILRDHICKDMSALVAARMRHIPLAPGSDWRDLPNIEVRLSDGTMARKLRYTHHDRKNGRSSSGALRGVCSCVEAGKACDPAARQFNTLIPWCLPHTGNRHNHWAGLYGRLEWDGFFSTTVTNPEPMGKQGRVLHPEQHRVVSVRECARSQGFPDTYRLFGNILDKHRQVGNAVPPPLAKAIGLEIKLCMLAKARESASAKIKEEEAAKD
# STEP inh: inhibitors of human striatal-enriched phosphatase STEP | P54829 | recombinant STEP, OMFP fluorogenic substrate, fluorescence | inhibition, % at 20 µM | actives 0.25% (n = 360,000);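 active = inhibition at 20 µM, scaled per plate between control wells, above about 37%, limit read from the data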;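 also: 0% = DMSO with enzyme and substrate and 100% = substrate only without enzyme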
#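 System: STEP (striatal-enriched tyrosine phosphatase) enzyme, cell-free; medium: Bis-Tris pH 6.0 buffer with DTT, detergent; dosing: 20 µM, 1% DMSO; times: reaction 20 min, ambient temperature; detection: fluorescence, 480/540 nm; read-out basis: normalized % inhibition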
# Rpn11 inh: Rpn11 (human) deubiquitinase inhibition; O00487; human 26S proteasome, Ub4-pepOG fluorescence polarization; 20S core pre-blocked with epoxomicin; calls only at 20 µM; actives 0.59% (n = 360,000); AID 588493;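 active = inhibition at 20 µM, scaled to each plate's controls, above about 33%, limit read from the data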
# NadD block: NadD (S. aureus) enzyme inhibition; inhibition, % at 20 µM; purified NadD enzyme, colorimetric absorbance read-out; actives 0.78% (n = 360,000); in the data active = inhibition above about 26%; also: some compounds past the cut are filed as inactive
# Starred values were filed as active, the others as inactive; i = inactive; · = no result given.
nr	Structure	Tb MetRS inh	LMPTP inh	CSN deneddyl inh	SUMO1 PPI mod	Scp1 inh	MsrA inh	DNMT1 inh	STEP inh	Rpn11 inh	NadD block
1	CC(C)N1CCC1(C)C(=O)Nc1ccccc1OC(F)F (configuration not stated)	-0.2	-1.7	-10.3	-0.4	·	0.7	1.2	-2.8	i	0.3
2	CCN(CC)C(=O)CSc1nnc(-c2ccc(S(=O)(=O)NCc3ccccc3Cl)cc2)o1	-1.5	0.0	-3.0	3.1	-5.3	0.7	4.4	-4.0	i	-0.2
3	Cc1cccc(-c2noc(CCC(=O)Nc3ccccc3)n2)c1	-0.5	0.0	0.0	29.3	-10.5	-1.4	-2.8	-5.6	i	0.7
4	CC(C)CC(CO)N1CCN(C(=O)c2ccc(Cl)cc2Cl)CCC1=O (configuration not stated)	0.1	-1.9	-0.7	5.7	-5.8	1.6	12.8	-1.8	i	-1.4
5	Cc1cccc(N(CC(=O)N/N=C/c2ccc(OCC(=O)NCc3ccco3)cc2)S(C)(=O)=O)c1C	-1.0	0.9	-4.3	-12.0	-27.0	-0.4	-5.8	1.2	i	7.4
6	O=C(c1cccc(S(=O)(=O)N2CCCCCC2)c1)N1CCN(c2ccccc2)CC1	-0.3	0.0	1.7	3.3	-0.7	0.0	-3.7	0.5	i	-8.3
7	CC(C)NC(=O)N(C)C[C@H]1Oc2cc(C#Cc3ccc(F)cc3)ccc2S(=O)(=O)N([C@H](C)CO)C[C@H]1C	-0.3	-0.7	2.8	-3.4	·	-0.1	-1.0	-2.0	i	-3.6
8	COc1ccc(/C=C2\N=C(c3ccc(C)cc3)OC2=O)cc1	-1.0	-0.7	-0.9	0.4	-6.0	-0.9	4.6	-2.4	i	8.7
9	CCOC(=O)N1CCN(C(C(=O)NC2CCCC2)c2ccco2)CC1 (configuration not stated)	0.0	0.4	-1.0	-6.3	·	-1.3	·	·	·	·
10	CCOc1cc(C(C#N)N2CCCCC2)ccc1OC (configuration not stated)	0.3	-0.6	0.4	1.3	-4.3	-0.3	0.1	5.6	i	2.6
11	COC(=O)[C@]12CCCCC=C1N(CCC1=CCCCC1)C(=O)[C@H](CC(=O)NCCC(C)C)C2	-1.7	0.8	2.9	0.0	·	-0.5	·	·	·	1.4
12	CCN(CC)S(=O)(=O)c1ccc(NC(=O)CCNC(=O)c2ccccc2)cc1	-1.8	-1.2	4.5	1.8	1.4	0.1	2.7	-0.3	i	-7.1
13	Cn1c(=O)c2c(nc(CN3CCN(C(=O)c4ccco4)CC3)n2CCCO)n(C)c1=O	-0.4	0.4	-2.7	10.3	-4.3	0.7	3.8	-1.9	i	0.7
14	Cc1ccc(C(=O)NCC(=O)N2CCCCCCC2)cc1C	-0.2	0.8	0.1	-0.8	3.6	-0.6	-2.2	-1.9	i	8.2
15	NNc1nc2c(Cl)ccc(Cl)c2s1	-0.6	85.1*	2.6	3.0	-1.7	-1.4	2.1	33.0	i	-3.7
16	O=C(NCCN1CCN(Cc2ccc([N+](=O)[O-])cc2)CC1)C(=O)Nc1ccccc1	-0.1	-0.5	0.3	-18.2	6.7	1.0	-1.7	1.4	i	-8.0
17	COc1ccc(CCNC(=O)CSc2nnc(-c3ccccc3)c3ccccc23)cc1OC	-0.3	-0.9	2.1	0.7	-3.9	0.2	-5.7	-3.3	i	2.3
18	Cc1c(C(=O)OC(C)C)[nH]c2c1C(=O)CC(C)(C)C2	0.2	-0.5	1.6	0.9	-5.9	-0.9	2.3	-0.3	i	1.0
19	COC(=O)C1CCCCN1C(=O)c1ccc2oc(Cc3ccccc3)nc2c1 (configuration not stated)	-0.1	-0.6	-2.0	2.3	1.0	0.6	0.4	-1.5	i	-0.6
20	COc1ccc(OCC(=O)N2CCN(C(=O)c3cccs3)CC2)cc1	-1.5	-0.1	0.3	-0.7	4.2	-1.2	-2.2	-0.3	i	-0.4
21	N#Cc1ccc(Cn2c(=O)c(C#N)c3n(c2=O)CCC3)cc1	0.9	-0.7	-4.1	2.8	-10.5	-0.3	0.6	0.5	i	2.3
22	COc1cccc(OC)c1NC(=O)c1nc2c(nnn2Cc2ccccc2Cl)c(=O)[nH]1	0.0	-1.0	1.3	0.0	-11.7	-0.1	0.4	-3.2	i	14.9
23	COC(=O)c1ccc(Cn2cnc3c(cnn3-c3ccc(F)cc3)c2=O)o1	-0.4	-2.9	5.4	4.4	-1.9	-0.2	-1.8	7.6	i	-0.2
24	CCC(C)c1ccc(OCCn2ccnc2)cc1 (configuration not stated)	0.2	-1.9	1.7	3.1	-7.6	-0.1	1.4	2.3	i	-0.7

# Some of these compounds in order of the CSN deneddyl inh value, largest number first:
item | Compound | Tb MetRS inh | LMPTP inh | CSN deneddyl inh | SUMO1 PPI mod | Scp1 inh | MsrA inh | DNMT1 inh | Rpn11 inh | NadD block
15 | NNc1nc2c(Cl)ccc(Cl)c2s1 | -0.6 | 85.1* | 2.6 | 3.0 | -1.7 | -1.4 | 2.1 | i | -3.7
6 | O=C(c1cccc(S(=O)(=O)N2CCCCCC2)c1)N1CCN(c2ccccc2)CC1 | -0.3 | 0.0 | 1.7 | 3.3 | -0.7 | 0.0 | -3.7 | i | -8.3
10 | CCOc1cc(C(C#N)N2CCCCC2)ccc1OC (configuration not stated) | 0.3 | -0.6 | 0.4 | 1.3 | -4.3 | -0.3 | 0.1 | i | 2.6
19 | COC(=O)C1CCCCN1C(=O)c1ccc2oc(Cc3ccccc3)nc2c1 (configuration not stated) | -0.1 | -0.6 | -2.0 | 2.3 | 1.0 | 0.6 | 0.4 | i | -0.6
1 | CC(C)N1CCC1(C)C(=O)Nc1ccccc1OC(F)F (configuration not stated) | -0.2 | -1.7 | -10.3 | -0.4 | · | 0.7 | 1.2 | i | 0.3

# (cont.)
nr	Structure	Tb MetRS inh	LMPTP inh	CSN deneddyl inh	SUMO1 PPI mod	Scp1 inh	MsrA inh	DNMT1 inh	STEP inh	Rpn11 inh	NadD block
25	Cc1c(Cl)cccc1NC(=O)CSC(C)c1nc2ccccc2c(=O)[nH]1 (configuration not stated)	-0.1	-0.7	-3.4	2.6	-2.4	0.3	-0.9	-0.2	i	4.8
26	Nc1ccc2ncccc2c1	-0.5	3.2	5.4	-2.7	-6.5	2.3	-12.8	4.6	i	2.6
27	CCOC(=O)N1CCN(c2nc(SC)nc3sc4c(c23)CC(C)(C)OC4)CC1	-1.1	0.0	5.8	-4.2	-11.9	0.4	-0.7	1.6	i	-2.1
28	O=C(O)CCC(=O)N1CCc2cc(S(=O)(=O)N3CCCCC3)ccc21	-0.6	-1.5	1.3	-1.1	2.2	·	-0.4	-0.7	i	7.0
29	COc1ccc(OC)c(NC(=O)CCc2nnc3ccc(NCc4ccco4)nn23)c1	0.0	1.2	0.2	8.2	9.3	0.8	-7.1	2.7	i	1.5
30	O=C(OCC(=O)N1CCCCCC1)c1cccnc1Cl	0.4	-0.4	2.7	4.6	-3.6	0.5	0.1	-1.2	i	2.2
31	CCc1ccc(NC(=O)CS(=O)CC(=O)Nc2ccc(F)cc2F)cc1 (configuration not stated)	-0.6	6.2	2.8	-3.4	93.7*	-1.2	11.5	10.0	i	-0.8
32	COc1ccc(-n2c(=S)[nH]c3cc(C(=O)Nc4ccc(OC)c(OC)c4)ccc3c2=O)cc1	-0.3	0.2	-7.6	3.5	-8.3	-1.1	14.1	-5.3	i	-2.7
33	O=C(CSc1nnnn1-c1cccnc1)Nc1ccc(OCc2ccccc2)cc1	-0.7	-1.1	4.2	-0.9	11.3	0.3	2.9	-0.2	i	3.7
34	O=C(NNC(=O)c1cnccn1)c1cccc([N+](=O)[O-])c1	0.3	-1.2	0.2	-15.4	5.5	2.5	-3.6	17.3	i	-0.3
35	COc1ccc(-c2[nH]nc3c2C2(C(=O)N(CC(=O)O)c4ccccc42)C(C#N)=C(N)O3)cc1OC (configuration not stated)	-0.2	-0.7	1.4	2.9	3.0	-1.0	-0.8	2.9	i	-1.5
36	O=C(NCc1ccccc1F)c1cccc(S(=O)(=O)NCc2ccccc2)c1	-0.1	-0.8	-1.2	8.0	-4.5	0.3	0.3	-0.3	i	-2.1
37	COc1ccc(N(C)S(=O)(=O)c2c(C)[nH]c(=O)[nH]c2=O)c(OC)c1	-0.1	-1.6	-0.5	1.9	-6.0	-0.1	2.4	0.6	i	-0.9
38	CC(OC(=O)c1cccc(-n2cnnn2)c1)C(=O)Nc1ccc(F)cc1Cl (configuration not stated)	-0.1	0.1	3.6	5.5	-4.8	-0.5	1.2	1.6	i	-1.9
39	CN(C)c1ccc(C(=O)NNC(=O)c2ccc(Cl)cc2)cc1	-0.1	-0.2	-0.6	-1.0	7.4	-0.8	4.2	2.0	i	-1.9
40	O=C(c1cc(-c2ccc(Cl)cc2)n(-c2ccc(Cl)cc2)n1)N1CCOCC1	0.1	2.5	0.6	2.5	-6.4	1.2	-1.5	5.0	i	0.8
41	O=C(c1cn(-c2ccccc2)nc1-c1cccnc1)N1CCN(S(=O)(=O)c2ccc(Cl)cc2)CC1	0.5	-0.2	-0.8	4.1	-2.5	-0.5	-5.3	-0.8	i	10.0
42	CCC(C)c1ccc(NC(=O)C2CC2)cc1 (configuration not stated)	0.0	-0.9	-1.7	-0.5	-6.0	-0.9	-1.4	-3.2	i	-3.3

# Retrieved by structure from the entries so far, 5 records:
nr	Structure	Tb MetRS inh	LMPTP inh	CSN deneddyl inh	SUMO1 PPI mod	Scp1 inh	MsrA inh	DNMT1 inh	STEP inh	Rpn11 inh	NadD block
40	O=C(c1cc(-c2ccc(Cl)cc2)n(-c2ccc(Cl)cc2)n1)N1CCOCC1	0.1	2.5	0.6	2.5	-6.4	1.2	-1.5	5.0	i	0.8
42	CCC(C)c1ccc(NC(=O)C2CC2)cc1 (configuration not stated)	0.0	-0.9	-1.7	-0.5	-6.0	-0.9	-1.4	-3.2	i	-3.3
39	CN(C)c1ccc(C(=O)NNC(=O)c2ccc(Cl)cc2)cc1	-0.1	-0.2	-0.6	-1.0	7.4	-0.8	4.2	2.0	i	-1.9
38	CC(OC(=O)c1cccc(-n2cnnn2)c1)C(=O)Nc1ccc(F)cc1Cl (configuration not stated)	-0.1	0.1	3.6	5.5	-4.8	-0.5	1.2	1.6	i	-1.9
41	O=C(c1cn(-c2ccccc2)nc1-c1cccnc1)N1CCN(S(=O)(=O)c2ccc(Cl)cc2)CC1	0.5	-0.2	-0.8	4.1	-2.5	-0.5	-5.3	-0.8	i	10.0
